RGS7-Gao reg = RGS7-Galphao binding modulators, primary screen, biochemical, multiplexed bead flow cytometry | actives lie on both sides | binding response (% of control), % at 10 µM | actives 0.35% (n = 220,000) | AID 1439, 2008; in the data active means binding response below about 49% or above about 150%; inconclusive means no clear call, values can overlap the other calls; inactive means in between;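 further: fluorescent Galphao held in activated GDP-AlF4 state binding bead-coupled RGS7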
Target sequence (P09471 whole entry, looked up): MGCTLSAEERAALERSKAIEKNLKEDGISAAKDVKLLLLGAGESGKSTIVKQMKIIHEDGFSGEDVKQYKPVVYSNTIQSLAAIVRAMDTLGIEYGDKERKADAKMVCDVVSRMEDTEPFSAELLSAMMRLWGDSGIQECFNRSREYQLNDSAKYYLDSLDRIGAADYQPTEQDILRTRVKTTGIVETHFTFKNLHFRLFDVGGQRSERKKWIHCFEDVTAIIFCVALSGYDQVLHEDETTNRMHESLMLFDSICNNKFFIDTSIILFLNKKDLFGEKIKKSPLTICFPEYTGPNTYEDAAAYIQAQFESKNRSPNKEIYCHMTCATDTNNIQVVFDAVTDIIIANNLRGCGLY
Bcl-B Bim block = inhibitors of Bim-Bcl-B binding, primary screen, biochemical, multiplexed, human Bcl-2 family. actives 0.073% (n = 190,000). bead-based flow cytometry, Bim peptide-Bcl-B binding. inhibition, % at 10 µM;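 further: 0% = tracer peptide without compound and 100% = reference inhibitor peptide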
Target sequence (Q9HD36 whole entry, looked up): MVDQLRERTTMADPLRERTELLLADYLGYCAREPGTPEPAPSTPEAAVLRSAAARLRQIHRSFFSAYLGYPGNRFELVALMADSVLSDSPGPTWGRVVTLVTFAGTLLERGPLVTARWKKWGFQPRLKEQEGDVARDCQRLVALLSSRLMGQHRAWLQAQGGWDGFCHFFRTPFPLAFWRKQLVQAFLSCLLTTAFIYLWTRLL
Bim-Bcl-W = inhibitors of Bim binding to Bcl-W, primary screen, biochemical, multiplexed, bead-based flow cytometry; Bim peptide-Bcl-W binding; Bcl-2-like protein 2 (Homo sapiens), Q92843; actives 0.02% (n = 190,000); inhibition, % at 10 µM; AID 952, 2007;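 further: 0% = bound tracer without compound and 100% = peptide blocker; higher means less fluorescent Bim peptide bound to Bcl-W beads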
Target sequence (Q92843 whole entry, looked up): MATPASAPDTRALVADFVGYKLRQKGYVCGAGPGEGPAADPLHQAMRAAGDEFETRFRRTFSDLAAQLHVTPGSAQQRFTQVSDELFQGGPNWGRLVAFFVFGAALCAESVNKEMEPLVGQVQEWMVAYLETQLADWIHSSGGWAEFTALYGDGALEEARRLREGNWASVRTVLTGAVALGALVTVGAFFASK
RGS4-Gao reg = modulators of RGS4 binding to Galphao, primary screen, biochemical, multiplexed bead flow cytometry; actives 0.33% (n = 220,000); actives lie on both sides; AID 1415, 2008; binding response (% of control), % at 10 µM; in the data active means binding response below about 49% or above about 150%; inactive means in between;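 further: fluorescent Galphao activated with aluminum fluoride binding bead-coupled RGS4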
ABCB1 inh = ABCB1 efflux pump inhibitors, primary screen, cell-based, multiplex, flow cytometry, ABCG2 counter-screen | ATP-dependent translocase ABCB1 (Homo sapiens), P08183 | CCRF-Adr cells, JC-1 efflux | inhibition, % at 6.6 µM | actives 0.067% (n = 190,000); in the data active means inhibition above about 40%;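 further: 0% = vehicle and 100% = reference inhibitor; higher value means more JC-1 retained so stronger ABCB1 efflux block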
GSH fluor = compound fluorescence on glutathione beads, profiling panel, artefact control, biophysical, 488/530 nm, flow cytometry; GSH beads flow cytometry, compound fluorescence 488/530 nm; active compounds read high; fluorescence (KMESF) at 10 µM; actives 0.25% (n = 190,000); AID 1776, 2009; in the data active means fluorescence above about 89;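 further: glutathione beads carrying GST-tagged Bcl family fusion proteins plus one bare bead set; values are compound well signal with DMSO vehicle wells as background; inactives centre near 16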
Avidin fluor = green autofluorescence of compounds with avidin beads – biophysical, 488/530 nm, flow cytometry, artefact control, profiling panel; compound fluorescence 488/530 nm; active compounds read high; fluorescence (KMESF) at 10 µM; actives 0.38% (n = 220,000); AID 1775, 2009; in the data active means fluorescence above about 47; further: inactives centre near 10
Bfl-1 Bim block = inhibitors of Bim binding to Bfl-1, primary screen, biochemical, multiplexed, bead-based flow cytometry | Bcl-2-related protein A1 (Homo sapiens), Q16548 | Bim-Bfl-1 binding inhibition | inhibition, % at 10 µM | actives 0.12% (n = 190,000) | AID 1008, 2008;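 further: 0% = wells without compound plus tracer and 100% = blocker peptide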
Bim-Bcl-XL = inhibitors of Bim-Bcl-XL binding, primary screen, biochemical, multiplexed, bead flow cytometry, human Bcl-XL; Bim peptide-Bcl-XL binding, fluorescence; inhibition, % at 10 µM; actives 0.04% (n = 190,000); AID 1007, 2008
Target sequence (Q07817 whole entry, looked up): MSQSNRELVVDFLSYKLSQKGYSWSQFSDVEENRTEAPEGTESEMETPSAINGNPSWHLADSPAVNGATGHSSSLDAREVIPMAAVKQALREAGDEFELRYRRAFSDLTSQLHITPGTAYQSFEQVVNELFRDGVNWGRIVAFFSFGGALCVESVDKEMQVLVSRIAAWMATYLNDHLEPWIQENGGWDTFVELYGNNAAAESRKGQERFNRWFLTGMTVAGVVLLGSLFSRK
Bcl-2 Bim block = inhibitors of Bim-Bcl-2 binding, primary screen, biochemical, multiplexed, human Bcl-2 family | inhibition, % at 10 µM | Bead-based flow cytometry, Bim peptide-Bcl-2 binding | actives 0.06% (n = 190,000); in the data active means inhibition above about 40%; inconclusive means no clear call, values can overlap the other calls;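 further: 0% = no compound wells with probe peptide and 100% = reference peptide inhibitor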
ABCG2 block = ABCG2 efflux pump inhibitors, primary screen, multiplex with ABCB1, IgMXP3 cells, flow cytometry | Broad substrate specificity ATP-binding cassette transporter ABCG2 (Homo sapiens), Q9UNQ0 | JC-1 efflux | inhibition, % at 6.6 µM | actives 0.1% (n = 190,000) | AID 1325, 2008;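 active means inhibition above 80%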;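 further: 0% = DMSO and 100% = nicardipine control wells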
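Test system: ABCG2 IgMXP3 and barcoded ABCB1 CCRF-Adr cell mix; Schedule: cells with compound and JC-1, 10 min at 25 °C, rotating, no wash; Technique: flow cytometry of retained JC-1 fluorescence; Measure: % inhibition of efflux relative to nicardipine and DMSO; Controls: nicardipine high and DMSO low controls.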
Starred values were filed as active, the others as inactive; ? = inconclusive; / = not tested or not shown. Unless noted, no stated cut-off is given here; in the data, active means inhibition above about 40%. Random draw from the library; 1.3% or so of the library scored in one or more.

structure	RGS7-Gao reg	Bcl-B Bim block	Bim-Bcl-W	RGS4-Gao reg	ABCB1 inh	GSH fluor	Avidin fluor	Bfl-1 Bim block	Bim-Bcl-XL	Bcl-2 Bim block	ABCG2 block
O=C(CSc1nnnn1-c1ccc2c(c1)OCCO2)c1cccc2c1OCCO2	102	-4	-1	100	-2.8	25	13	-4	-2	-1	3
CCC(=O)c1cn(CC(=O)O)c2ccccc12	97	-1	1	102	0.4	27	13	-3	0	0	0
O=C(N(Cc1ccccc1)c1ccccn1)C12CC3CC(CC(C3)C1)C2	99	-13	-5	98	0.9	32	12	-14	-4	-13	-10
O=S(=O)(Nc1ccc(O)c(Sc2nc3ccccc3s2)c1)c1ccc(Cl)cc1	103	-7	-4	104	-0.2	12	39	-2	-4	-8	-1
CCc1ccc(NC(=O)CSc2nc3[nH]ncc3c(=O)[nH]2)cc1	?	-2	2	93	0.1	12	8	-3	-3	-5	0
Cn1c(=O)c2[nH]c(NCCCN3CCOCC3)nc2n(C)c1=O	103	0	1	98	1.0	13	14	-3	0	0	5
CCCC(=O)N1CC2(CCC)CN(C(=O)CCC)CC(CCC)(C1)C2=O	101	-3	1	100	0.3	48	7	-9	-3	-7	0
CCOc1cccc2cc(C(=O)N3CCc4ccccc4C3)c(=O)oc12	92	-13	-5	91	1.0	34	8	-11	-7	-10	3
Cc1cc(/C=C2/NC(=O)NC2=O)c(C)n1C	102	7	6	103	0.0	59	13	10	1	10	-2
COc1ccccc1N(CC(=O)NCc1ccccc1)C(=O)CCC(=O)Nc1cc(C)ccn1	106	-6	-6	103	0.6	21	22	-4	-9	/	1
N#CCN1CCC(c2cc(-c3ccco3)n[nH]2)CC1	96	0	0	93	-0.3	14	8	-1	0	-2	6
CC1CC1C(=O)Nc1ccc(-c2ccccc2)cc1 (stereo unspecified)	101	-6	-2	101	-0.2	9	15	-5	-3	-2	23
CCOC(=O)C1C(=O)C=C(C)C(C(=O)OCC)C1c1ccc(OC)cc1 (stereo unspecified)	97	0	1	97	0.5	34	9	0	2	0	3
Cc1ccc(CNC(=O)C23CN(Cc4ccccc4)CC2C(c2ccc([N+](=O)[O-])cc2)=NO3)o1 (stereo unspecified)	97	-3	0	92	2.0	24	22	-8	-1	-5	3
O=C(c1ccc2c(c1)OCO2)C1CCCN(C(=O)c2cnn(Cc3ccccc3)c2)C1 (stereo unspecified)	100	-5	0	98	1.1	14	1	-4	-3	3	10
CCN(CC(=O)NC1CCS(=O)(=O)C1)c1nc(-c2cccnc2)nc2ccccc12 (stereo unspecified)	98	-5	1	98	0.6	11	10	-6	-3	-7	3
O=C(Cn1nc(-c2ccc(Cl)cc2)ccc1=O)N1CCN(c2ccccc2)CC1	115	-2	-1	101	0.0	26	25	-15	-4	-10	1
COc1ccc(O)c(CN2CCN(C/C=C/c3ccccc3)CC2)c1	96	0	-2	103	0.6	24	8	0	-1	0	3
O=C(Nc1ccc2c(c1)CCC2)c1ccc(Br)s1	?	0	1	106	-0.8	19	12	-3	-2	0	-1
c1ccc(-c2cn3c4c(sc3n2)CCCC4)cc1	95	-2	-3	91	1.1	26	10	-1	-4	-1	8

Further structures.
structure	RGS7-Gao reg	Bcl-B Bim block	Bim-Bcl-W	RGS4-Gao reg	ABCB1 inh	GSH fluor	Avidin fluor	Bfl-1 Bim block	Bim-Bcl-XL	Bcl-2 Bim block	ABCG2 block
COC(=O)c1cccc(-n2nnnc2SCC(=O)Nc2nc3c(s2)CCCC3)c1	102	-7	0	102	1.1	27	17	-9	-3	-9	4
O=C(Nc1cccc(F)c1)Nc1ccccn1	102	-2	0	100	0.1	5	18	0	0	0	1
COC(=O)CSc1c(-c2ccccc2)c2cc(Cl)ccc2[nH]c1=O	96	-3	5	101	0.1	13	9	-5	0	-3	1
Cc1ccc(C2=Nc3ccccc3N=C(c3ccc([N+](=O)[O-])cc3)C2)c(O)c1	103	-4	-1	103	0.2	11	9	1	-5	-2	2
CC(C)(NO)/C(=N\O)c1ccc(Cl)cc1	94	-2	1	95	0.2	14	7	-12	-1	-2	1
CCc1ccc(C2CC(c3ccccc3Cl)Nc3nc(N)nn32)cc1 (stereo unspecified)	99	-2	0	105	0.4	16	7	-6	0	0	1
CC(C(=O)Nc1cccc(Br)c1)c1ccc([N+](=O)[O-])cc1 (stereo unspecified)	100	-6	-3	102	0.7	10	16	-10	-7	-8	10
Cc1nc2ncnn2c(C)c1CCC(=O)N1CCc2ccccc21	103	-11	-2	107	0.7	36	6	-13	-18	-8	3
COc1ccc2cc(C(=O)NCc3ccco3)c(=O)oc2c1	103	0	-2	103	0.6	23	18	-1	0	0	3
COc1ccc(OC)c(NC(=O)CCc2c[nH]c3ccccc23)c1	101	1	8	102	0.1	13	7	4	5	0	6
COc1ccccc1N1CCN(CCCOc2ccc(F)cc2)CC1	97	-3	2	98	0.4	54	11	-14	7	-5	1
O=C(NCc1ccco1)c1ccc(Cn2c(=O)c3ccccc3n(Cc3ccc(Cl)cc3)c2=O)cc1	98	-2	-3	98	0.8	18	34	-2	-4	-4	1
CC(C)[C@H](NC(=O)c1ccc(F)cc1)C(=O)NC1=NCCS1	104	-6	3	105	-0.4	15	15	-3	-3	-2	0
C/C(=N\OC(=O)c1ccc(C)cc1)c1sc(C)nc1C	108	-6	4	103	0.0	48	8	-9	4	-10	1
CS(=O)(=O)Cc1cc(Sc2ccccc2)nc(-c2ccncc2)n1	102	-1	-2	107	0.8	19	9	-1	1	0	9
OCCCn1c(-c2ccccc2)csc1=Nc1ccccc1	99	-9	-1	98	1.8	9	2	-5	1	-2	6
COc1ccc(CNC(=O)CN(c2cccc([N+](=O)[O-])c2)S(C)(=O)=O)cc1	102	0	0	102	0.0	10	20	0	0	-2	0
O=[N+]([O-])c1cccc(-c2ccc(C(=S)N3CCN(c4ccc(F)cc4)CC3)o2)c1	99	-2	1	93	-0.3	15	1	13	0	3	-4
Cn1nc(C(F)(F)F)c(/C=N/OC(=O)c2ccc(Cl)cc2)c1Cl	93	-14	-1	95	0.2	32	11	-20	-12	-9	23
Cc1cc(N2CCCC2)nc2ccc(NC(=S)NCCCN3CCC(C)CC3)cc12	103	-11	1	100	-0.7	12	27	0	-5	-3	0

Continuation.
SMILES | RGS7-Gao reg | Bcl-B Bim block | Bim-Bcl-W | RGS4-Gao reg | ABCB1 inh | GSH fluor | Avidin fluor | Bfl-1 Bim block | Bim-Bcl-XL | Bcl-2 Bim block | ABCG2 block
COC(=O)CSc1cc(C)nc(SC)n1 | 99 | -10 | -2 | 101 | 0.4 | 32 | 12 | -16 | -5 | -9 | 14
N#CCC1c2ccccc2CCN1C(=O)Nc1cccc(Cl)c1 (stereo unspecified) | 102 | -9 | 0 | 99 | 0.6 | 40 | 6 | -11 | -3 | -8 | 3
C=CCn1c(COc2cccc(C)c2C)nnc1SCC(=O)N1CCN(c2ccccc2)CC1 | 83 | -8 | -4 | 85 | 1.3 | 12 | 5 | -4 | -5 | -7 | 7
O=c1oc2cc(OCc3c(F)cccc3Cl)ccc2cc1-c1ccccn1 | 96 | -6 | -1 | 91 | 1.2 | 24 | 12 | -15 | -10 | -11 | 54
COc1ccc(CCNC(=O)c2nc(-c3cccs3)no2)cc1OC | 96 | -2 | 1 | 84 | 0.8 | 13 | 8 | -3 | 0 | 0 | 13
COc1ccc(-n2[nH]c(C)cc2=O)cc1 | 97 | -2 | -1 | 97 | 0.4 | 76 | 12 | -9 | -3 | -3 | 1
CCOC(=O)Cn1c2[n+](c3ccccc31)CC(O)CS2 (stereo unspecified) | 104 | 0 | -4 | 103 | 0.1 | 44 | 36 | -6 | -2 | -2 | 1
COC(=O)c1ccccc1NC(=O)Nc1cc(C)ccn1 | 100 | 0 | 3 | 100 | 1.6 | 13 | 12 | -1 | 0 | 2 | 4
CCN1CCN(CC(O)COc2ccc3c(C)cc(=O)oc3c2)CC1 (stereo unspecified) | 100 | -1 | -5 | 101 | 0.2 | 9 | 11 | -5 | -4 | -6 | 0
Cn1nc(C(=O)Nc2cccnc2)c2ccccc2c1=O | 97 | 19 | 12 | 99 | 1.1 | 11 | 16 | 3 | 18 | 2 | 7
C#CCOCCOCCOCCNc1nc(N2CCN(C(=O)Cn3cc(CC(C)O)nn3)CC2)nc(N2CCN(C(=O)Cn3cc(CC(C)O)nn3)CC2)n1 (stereo unspecified) | 103 | -2 | -4 | 103 | 0.1 | 17 | 10 | -1 | -4 | -3 | 0
CCC(/C=N/NC(=O)C(N)=O)CC | 99 | -1 | -6 | 98 | 0.6 | 10 | 4 | -4 | -4 | -5 | 17
Cc1cc(NCC2CCCO2)n2c(nc3ccccc32)c1C#N (stereo unspecified) | 106 | 0 | 3 | 103 | 1.6 | 13 | 20 | 1 | -1 | 5 | 1

A second format for four compounds above.
O=c1oc2cc(OCc3c(F)cccc3Cl)ccc2cc1-c1ccccn1
  RGS7-Gao reg: 96 | Bcl-B Bim block: -6 | Bim-Bcl-W: -1 | RGS4-Gao reg: 91 | ABCB1 inh: 1.2 | GSH fluor: 24 | Avidin fluor: 12 | Bfl-1 Bim block: -15 | Bim-Bcl-XL: -10 | Bcl-2 Bim block: -11 | ABCG2 block: 54
COc1ccc(CCNC(=O)c2nc(-c3cccs3)no2)cc1OC
  RGS7-Gao reg: 96 | Bcl-B Bim block: -2 | Bim-Bcl-W: 1 | RGS4-Gao reg: 84 | ABCB1 inh: 0.8 | GSH fluor: 13 | Avidin fluor: 8 | Bfl-1 Bim block: -3 | Bim-Bcl-XL: 0 | Bcl-2 Bim block: 0 | ABCG2 block: 13
COc1ccc(-n2[nH]c(C)cc2=O)cc1
  RGS7-Gao reg: 97 | Bcl-B Bim block: -2 | Bim-Bcl-W: -1 | RGS4-Gao reg: 97 | ABCB1 inh: 0.4 | GSH fluor: 76 | Avidin fluor: 12 | Bfl-1 Bim block: -9 | Bim-Bcl-XL: -3 | Bcl-2 Bim block: -3 | ABCG2 block: 1
CCOC(=O)Cn1c2[n+](c3ccccc31)CC(O)CS2 (stereo unspecified)
  RGS7-Gao reg: 104 | Bcl-B Bim block: 0 | Bim-Bcl-W: -4 | RGS4-Gao reg: 103 | ABCB1 inh: 0.1 | GSH fluor: 44 | Avidin fluor: 36 | Bfl-1 Bim block: -6 | Bim-Bcl-XL: -2 | Bcl-2 Bim block: -2 | ABCG2 block: 1
